MEKK2 mut-MEK5: signal of MEK5 binding to mutant human MEKK2 PB1 domain | bead flow cytometry, Alexa488-MEK5 binding to MEKK2 mutant | percent response, % at 10 µM | 0.35% of 290,000 active | AID 1530; in the data active = percent response above about 24%, passing the limit was not always enough; also: inactives centre near 1; some results filed as inactive read as strong as hits; reference of the scale not given here
PHOSPHO1 block: PHOSPHO1 (human) inhibition. AID 1565. recombinant PHOSPHO1, absorbance phosphatase assay. 1.1% of 290,000 active. Q8TCT1. inhibition, % at 13.3 µM; in the data active = inhibition above about 60%
Target sequence (Q8TCT1 whole entry, looked up): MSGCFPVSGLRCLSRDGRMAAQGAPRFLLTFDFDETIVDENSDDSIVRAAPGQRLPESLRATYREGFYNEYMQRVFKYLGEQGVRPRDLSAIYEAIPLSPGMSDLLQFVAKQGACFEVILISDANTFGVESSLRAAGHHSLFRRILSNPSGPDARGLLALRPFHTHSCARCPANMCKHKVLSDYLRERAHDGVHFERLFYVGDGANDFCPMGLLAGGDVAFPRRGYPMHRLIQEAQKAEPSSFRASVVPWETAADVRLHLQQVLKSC
MEKK3 PB1 HTS: raises or lowers MEK5 binding to the human MEKK3 PB1 domain; Q99759; bead-based flow cytometry, Alexa488-MEK5 binding to MEKK3; actives lie on both sides; 0 = blocked by unlabeled MEK5, 100 = vehicle; binding response (% of control), % at 10 µM; 1.4% of 290,000 active;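 active = binding response more than 3 SD above or below the average of its plate-row segment, actives on both sides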;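 also: Alexa488 bead fluorescence after subtracting the streptavidin-only scavenger bead signal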
GPR7 antag: human neuropeptides B/W receptor 1 antagonism | 1.1% of 290,000 active | inhibition, % at 4.4 µM | GPR7-expressing cells, fluorescence antagonist assay | AID 1861 | P48145; in the data active = inhibition above about 16%, passing the limit was not always enough;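 also: cells stimulated with the agonist NPW; 0% = agonist with vehicle and 100% = vehicle without agonist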
V1aR counter: counter-screen for oxytocin receptor agonists: human V1a receptor agonists | AID 2797 | P37288 | CHO-V1R cells, Fluo-8 calcium fluorescence, agonist mode; 0% DMSO, 100% 3 nM vasopressin | 0.25% of 320,000 active | activation, % at 3 µM;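 active = activation above the mean activation of all tested compounds plus 3 SD, per screening run, cut at about 20% in these data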;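 also: signal is peak over basal fluorescence ratio across a 100 second FLIPR read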
Target sequence (P37288 whole entry, looked up): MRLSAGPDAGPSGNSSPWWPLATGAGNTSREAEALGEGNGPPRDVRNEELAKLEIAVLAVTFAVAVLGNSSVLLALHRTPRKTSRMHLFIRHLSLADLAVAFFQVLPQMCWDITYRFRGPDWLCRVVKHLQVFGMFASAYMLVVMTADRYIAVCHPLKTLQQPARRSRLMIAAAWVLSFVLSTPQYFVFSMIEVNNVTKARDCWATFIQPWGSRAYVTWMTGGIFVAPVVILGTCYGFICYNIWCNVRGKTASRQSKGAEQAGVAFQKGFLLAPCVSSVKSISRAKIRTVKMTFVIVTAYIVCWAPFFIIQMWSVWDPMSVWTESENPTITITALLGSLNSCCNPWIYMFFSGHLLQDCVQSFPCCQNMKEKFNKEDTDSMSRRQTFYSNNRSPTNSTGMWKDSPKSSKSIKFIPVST
OXTR ag: human OXTR agonism; P30559; CHO-OTR cells, Fluo-8 calcium fluorescence; normalized: DMSO 0%, oxytocin 100%; AID 2435; 0.32% of 320,000 active; activation, % at 3 µM;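 active = activation above the mean of all tested compounds plus 3 SD, cutoff set per screening run, cut at about 20% in these data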;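 also: peak over basal fluorescence ratio from a 100 s FLIPR kinetic read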
Target sequence (P30559 whole entry, looked up): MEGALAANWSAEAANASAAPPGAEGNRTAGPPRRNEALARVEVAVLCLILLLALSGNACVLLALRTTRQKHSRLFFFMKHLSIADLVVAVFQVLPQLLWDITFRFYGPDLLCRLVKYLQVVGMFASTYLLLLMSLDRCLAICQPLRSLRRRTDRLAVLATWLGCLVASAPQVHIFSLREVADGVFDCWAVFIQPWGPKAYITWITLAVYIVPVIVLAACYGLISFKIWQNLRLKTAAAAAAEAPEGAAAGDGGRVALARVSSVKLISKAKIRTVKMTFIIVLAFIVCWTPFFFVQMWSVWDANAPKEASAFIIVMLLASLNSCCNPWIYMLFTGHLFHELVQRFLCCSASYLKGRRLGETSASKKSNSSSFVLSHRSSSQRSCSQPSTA
GalR3 antagonist: human GalR3 antagonism. O60755. HEK293 GalR3-CNG cAMP membrane potential fluorescence; galR3 body fused to GalR1 C-terminus. inhibition, % at 3 µM. 0.44% of 360,000 active. AID 651719;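 active = inhibition above the screen-wide average plus 3 SD, cut at about 13% in these data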;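 also: forskolin and galanin both at EC90 stimulate the cells; cAMP rise reported by CNG channel membrane potential dye signal; 0% = forskolin plus galanin with DMSO and 100% = forskolin alone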
MEKK2 WT-MEK5: raises or lowers MEK5 binding to wildtype human MEKK2 PB1 domain | 1.1% of 290,000 active | AID 1531 | bead flow cytometry, Alexa488-MEK5 binding to MEKK2 WT; actives lie on both sides | binding response (% of control), % at 10 µM; in the data active = binding response below about 67% or above about 130%
NALP1 yeast inh: NALP1 inhibition. S. cerevisiae NALP1/ASC/caspase-1 growth, X-gal OD620, 72 h. inhibition, % at 10 µM. 0.61% of 280,000 active. AID 2071; in the data active = inhibition mostly above about 24%, no sharp cut-off; inactive = mostly below about 32%; also: some compounds called inactive have numbers as strong as hits
The depositor's hits bear a star; · = not tested or not shown; + = active, no number. Compounds were not picked by outcome; any-hit rate near 5.4%.

SMILES | MEKK2 mut-MEK5 | PHOSPHO1 block | MEKK3 PB1 HTS | GPR7 antag | V1aR counter | OXTR ag | GalR3 antagonist | MEKK2 WT-MEK5 | NALP1 yeast inh
COC(=O)CSc1nnc(-c2ccc(S(=O)(=O)N3CCCC3)cc2)n1C | 1.0 | -3.8 | 101.0 | -0.9 | 0.0 | 0.2 | -3.9 | 100.0 | 41.9*
COCC(=O)Nc1ccc2nc3n(c(=O)c2c1)CCCCC3 | 12.0 | 15.9 | 109.0 | -11.5 | 1.7 | 0.2 | -4.6 | 108.0 | 1.8
Cc1ccccc1NC(=O)CC1(c2ccc(N(C)C)cc2)C(=O)c2ccccc2C1=O | 0.0 | 11.5 | 99.0 | -4.2 | -0.6 | -2.1 | -5.5 | 97.0 | 4.5
CC(=O)Nc1ccc(S(=O)(=O)NC(CC(=O)N(C)Cc2ccccc2)C(C)C)cc1 (configuration not stated) | 5.0 | 6.3 | 101.0 | 1.9 | -1.0 | -0.2 | 6.1 | 104.0 | -0.6
CC(=O)Nc1ccc(OC(=O)COc2ccc(Br)cc2)cc1 | -2.0 | -10.6 | 93.0 | -13.2 | 1.8 | 4.4 | -5.1 | 97.0 | 38.7
COc1ccc(NC2CCCN(C(=O)c3ccc4[nH]c(C)c(C)c4c3)C2)cc1OC (configuration not stated) | -3.0 | 1.0 | 98.0 | 3.2 | 2.3 | 3.0 | -8.2 | 98.0 | 0.0
S=C(Nc1cccc(Cl)c1)N(CCCN1CCCC1)Cc1cccn1Cc1ccc(Cl)cc1 | 8.0 | -17.9 | 105.0 | 10.6 | 4.1 | 12.4 | -1.4 | 262.0* | 11.1
Cc1ccc(NC(=O)[C@@H](NC(=O)c2cccc(S(=O)(=O)N3CCOCC3)c2)C(C)C)cc1C | -1.0 | 0.0 | 103.0 | -8.6 | 0.8 | -1.6 | -2.3 | 101.0 | 18.6
O=c1[nH]c(CSc2nnnn2-c2ccccc2)nc2ccccc12 | -13.0 | 41.8 | 86.0 | -9.6 | 1.1 | -0.2 | -1.1 | 80.0 | 1.3
NC(=O)CSc1nnc(-c2ccncc2)n1CCc1ccccc1 | 3.0 | 11.2 | 101.0 | -1.4 | 0.0 | 0.8 | 0.0 | 102.0 | 24.8
COCC(=O)N=Nc1c(O)[nH]c2ccccc12 | 10.0 | -17.4 | 103.0 | 6.7 | -0.1 | -0.1 | 1.6 | 96.0 | 10.6
CN(C)C(CNC(=O)C1CCN(S(=O)(=O)c2cccc(Cl)c2Cl)CC1)c1ccccc1 (configuration not stated) | 13.0 | 42.2 | 107.0 | 6.8 | 0.6 | 1.5 | -4.0 | 124.0 | 33.6
C=CCn1c(SCCN2C(=O)c3ccccc3C2=O)nc2scc(-c3ccccc3)c2c1=O | 1.0 | 9.9 | 100.0 | -4.1 | -0.1 | 0.2 | · | 96.0 | 7.9
CCOC(=O)CC(NC(=O)c1cc2cccc(OC)c2oc1=O)c1cccc([N+](=O)[O-])c1 (configuration not stated) | 0.0 | -2.4 | 135.0* | -8.7 | 1.4 | -1.0 | 2.0 | 102.0 | 4.4
CC(=O)c1ccc(-n2c(-c3cc(-c4ccsc4)n[nH]3)n[nH]c2=S)cc1 | -6.0 | 64.7* | 94.0 | -13.4 | 0.1 | 1.2 | -5.0 | 94.0 | -20.7
Cc1ccc(S(=O)(=O)N(C)c2c(C)ccc(S(=O)(=O)NC(C)(C)C)c2C)cc1 | 5.0 | 35.3 | 106.0 | -16.8 | -1.5 | -2.2 | -4.6 | 105.0 | -3.6
CC(=O)Nc1ccc(NC(=O)c2ccco2)cc1 | -6.0 | -11.8 | 83.0 | -2.2 | -0.1 | 0.6 | -4.3 | 85.0 | 12.0
O=C(NCc1ccco1)C(C(=O)c1ccc(F)cc1)n1ccccc1=O (configuration not stated) | 3.0 | 30.8 | 98.0 | -6.5 | -0.9 | -0.3 | -1.9 | 99.0 | 25.6
O=C(N/N=C\c1cccnc1)C1c2ccccc2Oc2ccccc21 | -2.0 | -9.7 | 100.0 | -10.9 | 0.8 | 0.8 | 2.7 | 99.0 | 13.5
CCOC(=O)C1CCCN(CCC(C)c2ccccc2)C1 (configuration not stated) | 4.0 | -15.6 | 100.0 | -3.2 | -0.4 | 0.1 | -6.3 | 100.0 | 17.9
Cc1ccc(/C=N/NC(=O)c2ccc(-n3cccc3)cc2)o1 | 5.0 | -6.7 | 103.0 | -9.6 | · | · | 2.0 | 104.0 | -5.4
COc1cccc(OCC(=O)Nc2ccc(OC)c(OC)c2)c1 | 3.0 | -8.3 | 102.0 | -14.4 | 4.1 | 6.6 | -2.5 | 107.0 | 17.2
Cc1c(NC(=O)C2CCN(S(=O)(=O)c3ccccc3)CC2)c(=O)n(-c2ccccc2)n1C | 6.0 | -29.1 | 100.0 | -7.7 | 0.2 | 0.1 | -0.7 | 106.0 | 9.3
Cc1ccccc1-c1nc(CN2CCC(C(=O)NCCC3=CCCCC3)CC2)c(C)o1 | 7.0 | 23.3 | 102.0 | -8.7 | 5.4 | 8.6 | -5.2 | 135.0 | 19.9
O=C1C=C(N2CCOCC2)c2ccccc2C1=O | 0.0 | 13.9 | 99.0 | -9.4 | -0.3 | 2.6 | -11.1 | 101.0 | 9.0
CCOC(=O)c1c(NC(=O)C2c3ccccc3Oc3ccccc32)sc(C(C)=O)c1C | -2.0 | 18.3 | 95.0 | 15.7 | 1.0 | -0.8 | -4.1 | 97.0 | 8.3
Cc1ccc(NC(=O)CN2C(=O)S/C(=C\c3cccn3-c3cccc(C(=O)O)c3)C2=O)cc1C | -8.0 | 27.9 | 96.0 | -7.5 | -0.3 | -0.1 | -4.1 | 89.0 | 6.9
O=S(=O)(NC1CC2CCC1C2)c1ccc(Br)cc1 (configuration not stated) | 8.0 | 24.7 | 98.0 | -15.9 | -1.1 | -2.4 | -6.8 | 107.0 | 19.4
CC(C)n1cc(CNC(=O)C2CCC(=O)N(Cc3ccccc3F)C2)cn1 (configuration not stated) | 1.0 | 16.9 | 103.0 | -9.7 | 0.9 | 8.2 | -2.8 | 104.0 | -7.8
O=c1c2c(-c3ccc(Cl)cc3)csc2ncn1/N=C/c1cccc([N+](=O)[O-])c1O | 2.0 | 47.7 | 105.0 | -12.7 | -0.9 | -2.8 | -4.0 | 103.0 | 20.0
O=C(Nc1ccc(F)cc1F)N1CCN(C/C=C/c2ccccc2)CC1 | 11.0 | -1.3 | 102.0 | 2.9 | 0.8 | 0.0 | 1.1 | 104.0 | 5.1
CCOCCCNC(=O)C(NC(=O)CC1NC(=O)NC1=O)c1ccc(Cl)cc1 (configuration not stated) | 12.0 | 11.1 | 107.0 | -1.4 | -0.1 | 0.5 | -5.7 | 113.0 | 5.0
Cc1ccc(OC(=O)c2cc3ccccc3o2)cc1 | 15.0 | -3.2 | 103.0 | -2.5 | -1.0 | -1.4 | 1.6 | 101.0 | -19.7
C=CCN(CC=C)C(=O)c1ccc2nc(Cc3ccc(OC)c(OC)c3)oc2c1 | 0.0 | -10.1 | 95.0 | 13.7 | 7.3 | 9.8 | -4.1 | 104.0 | -7.0
Cc1cc(Cl)ccc1NC(=O)NC1CCN(S(=O)(=O)c2ccc(F)cc2)CC1 | 1.0 | 12.8 | 106.0 | -5.0 | 4.5 | 4.2 | -2.9 | 101.0 | 22.5
COc1ccc(C)cc1Nc1ccc(C(=O)O)cc1[N+](=O)[O-] | 6.0 | -0.7 | 99.0 | -20.9 | -0.9 | -0.2 | 0.8 | 104.0 | 3.0
CN1CCc2c(sc(/N=C/c3c[nH]c4ccccc34)c2C#N)C1 | 11.0 | 20.0 | 94.0 | 3.9 | 0.5 | 2.7 | -2.8 | 79.0 | 10.0
COc1ccccc1NC(=O)c1sc2ncn(Cc3cccc4ccccc34)c(=O)c2c1C | -3.0 | 0.1 | 98.0 | -4.9 | 0.6 | -1.8 | -1.9 | 93.0 | 27.4
O=c1[nH]c2cc3c(cc2cc1CN(CCN1CCOCC1)C(=S)NCC1CCCO1)OCO3 (configuration not stated) | -2.0 | 42.9 | 94.0 | 1.7 | -0.1 | -1.5 | 3.0 | 92.0 | -4.5
O=S(=O)(c1ccc2c(c1)OCCO2)N1CCC(n2cnc3cc(F)ccc32)CC1 | 2.0 | 15.9 | 105.0 | 20.7 | 9.1 | 9.6 | -4.1 | 102.0 | 0.1
COc1ccc(-n2nnnc2SCC(=O)c2ccc3c(c2)OCCO3)cc1 | 9.0 | -8.3 | 97.0 | 3.2 | 0.5 | -0.3 | 1.0 | 107.0 | -7.5
Cc1ccc(S(=O)(=O)Cn2nnnc2CN(Cc2ccco2)Cc2cccs2)cc1 | 3.0 | -22.9 | 100.0 | -0.5 | -0.1 | -0.6 | -6.5 | 96.0 | -6.6
CCCc1cc(=O)oc2cc(OCC(=O)Nc3ccc(S(N)(=O)=O)cc3)ccc12 | -5.0 | 29.0 | 101.0 | -2.8 | -0.5 | 0.0 | -7.1 | 97.0 | 1.8
Cc1ccc(C(C[N+](=O)[O-])c2c(N)n(C)c(=O)n(C)c2=O)cc1 (configuration not stated) | -1.0 | 38.3 | 105.0 | 0.2 | -1.4 | 0.9 | -4.8 | 102.0 | +
O=C(Nc1ccccc1Cl)C1CCCN(S(=O)(=O)c2ccc(-n3cnnn3)cc2)C1 (configuration not stated) | 3.0 | 23.7 | 103.0 | 7.1 | 0.0 | 1.9 | -8.2 | 102.0 | 9.7
CC(NC(=O)c1ccc(Br)cc1)c1ccccc1 (configuration not stated) | 0.0 | -5.8 | 103.0 | -5.5 | -0.6 | -2.2 | 0.6 | 105.0 | 16.4
COc1cc(C(=S)N2CCN(c3cccc(Cl)c3)CC2)ccc1O | -4.0 | -88.5 | 99.0 | 2.7 | 3.2 | 2.8 | -8.6 | 99.0 | -10.0
CCCOc1ccc(-c2nn(-c3ccccc3)cc2/C=C2\SC(N)=NC2=O)cc1C | -2.0 | -6.0 | 129.0* | -9.7 | -0.9 | -0.6 | -3.3 | 96.0 | 13.6
O=S(=O)(NCCSc1ccccc1)c1ccc(F)cc1 | 1.0 | 19.8 | 99.0 | -13.5 | 0.1 | -1.0 | -4.8 | 103.0 | 26.3

Random excerpt: 4 entries already listed
SMILES | MEKK2 mut-MEK5 | PHOSPHO1 block | MEKK3 PB1 HTS | GPR7 antag | V1aR counter | OXTR ag | GalR3 antagonist | MEKK2 WT-MEK5 | NALP1 yeast inh
O=c1[nH]c2cc3c(cc2cc1CN(CCN1CCOCC1)C(=S)NCC1CCCO1)OCO3 (configuration not stated) | -2.0 | 42.9 | 94.0 | 1.7 | -0.1 | -1.5 | 3.0 | 92.0 | -4.5
Cc1ccc(S(=O)(=O)Cn2nnnc2CN(Cc2ccco2)Cc2cccs2)cc1 | 3.0 | -22.9 | 100.0 | -0.5 | -0.1 | -0.6 | -6.5 | 96.0 | -6.6
O=S(=O)(c1ccc2c(c1)OCCO2)N1CCC(n2cnc3cc(F)ccc32)CC1 | 2.0 | 15.9 | 105.0 | 20.7 | 9.1 | 9.6 | -4.1 | 102.0 | 0.1
CC(NC(=O)c1ccc(Br)cc1)c1ccccc1 (configuration not stated) | 0.0 | -5.8 | 103.0 | -5.5 | -0.6 | -2.2 | 0.6 | 105.0 | 16.4

Reformatted: entries from further up
mol: Cc1ccc(S(=O)(=O)Cn2nnnc2CN(Cc2ccco2)Cc2cccs2)cc1
  MEKK2 mut-MEK5: 3.0
  PHOSPHO1 block: -22.9
  MEKK3 PB1 HTS: 100.0
  GPR7 antag: -0.5
  V1aR counter: -0.1
  OXTR ag: -0.6
  GalR3 antagonist: -6.5
  MEKK2 WT-MEK5: 96.0
  NALP1 yeast inh: -6.6

mol: Cc1cc(Cl)ccc1NC(=O)NC1CCN(S(=O)(=O)c2ccc(F)cc2)CC1
  MEKK2 mut-MEK5: 1.0
  PHOSPHO1 block: 12.8
  MEKK3 PB1 HTS: 106.0
  GPR7 antag: -5.0
  V1aR counter: 4.5
  OXTR ag: 4.2
  GalR3 antagonist: -2.9
  MEKK2 WT-MEK5: 101.0
  NALP1 yeast inh: 22.5

High-throughput results as filed in PubChem.
